Cardio protect = modulators protecting cardiomyocytes from myocardial damage; H9c2 cardiomyocytes, H2O2 injury protection, ATPLite, 2 h; protection from H2O2 cell death, % at 20 µM; 360,000 compounds, 0.63% hits; AID 588492;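 active = compounds giving at least 50% protection of heart cells from peroxide-induced death in the single-dose screen, raw or plate-pattern-corrected value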;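 also: 0% = DMSO wells with peroxide and 100% = DMSO wells without peroxide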
MC4R antagonist = human MC4R antagonism in cAMP assay; P32245; MC4R-expressing cells, MTII-stimulated cAMP, LANCE TR-FRET; inhibition, % at 6.5 µM; 360,000 compounds, 0.48% hits;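 active = inhibition above its plate's cutoff, the mean of tested wells on that plate plus 3 SD, cut at about 29% in these data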;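 also: 0% = Melanotan II alone and 100% = Melanotan II plus saturating MCL0020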
Target sequence (P32245 whole entry, looked up): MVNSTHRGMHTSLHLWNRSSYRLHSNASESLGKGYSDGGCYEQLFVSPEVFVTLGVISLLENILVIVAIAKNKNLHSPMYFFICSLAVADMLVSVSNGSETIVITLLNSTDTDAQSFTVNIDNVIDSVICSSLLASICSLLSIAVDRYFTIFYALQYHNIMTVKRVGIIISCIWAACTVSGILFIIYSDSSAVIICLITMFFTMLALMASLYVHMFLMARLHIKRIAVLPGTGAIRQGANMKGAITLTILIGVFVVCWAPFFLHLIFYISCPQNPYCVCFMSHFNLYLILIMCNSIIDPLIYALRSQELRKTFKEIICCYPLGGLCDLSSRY
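Assay system: U2OS-MC4R stable cell line; Also added: Melanotan II; Technique: Eu-cAMP/anti-cAMP TR-FRET, emission 671 nm; Times: 30-min compound, 1-h challenge, 1-h detection, room temperature.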
aDG glyco act = alpha-DG glycosylation activation. Pro5-aDG cells, alpha-DG glycosylation AlphaScreen (IIH6); 0% Pro5, 100% B10-LARGE cell signal. activation, % at 10 µM. 360,000 compounds, 0.22% hits. AID 624168;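 active = activation of at least 8% versus controls, or a plate z-score of at least 8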;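 also: Pro5 are CHO cells carrying HIG-tagged alpha-DG that lacks glycosylation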
CaV13 FRET inh = Primary screen for inhibitors of IQ motif and Ca2+-dependent inactivation inhibitor domain binding in CACNA1D, Förster resonance energy transfer in living cells, …. HEK cells, CFP/YFP FRET ICDI-IQ, plate reader, 10 min; percent FRET-ratio fall versus neutral wells. inhibition, % at 12.3 µM. 340,000 compounds, 0.098% hits;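 active = mean replicate inhibition of at least 30% and at least 1% of replicates passing that level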;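 also: 0% = median of the neutral control wells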
ABCB6 inh 2 = inhibitors of human ABC transporter ABCB6. K562-ABCB6 porphyrin accumulation, flow cytometry, 1 h; hits give low values. Q9NP58. 360,000 compounds, 0.19% hits. fluorescence ratio to DMSO, % at 10 µM;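 active = fluorescence ratio to DMSO below 75%, the collection mean minus 3 SD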;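 also: signal is porphyrin accumulated inside mitochondria; 100% equals median channel fluorescence of DMSO control wells; lower ratio means ABCB6 inhibition with less porphyrin fluorescence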
MC4R ag barr = human MC4R agonism via beta-arrestin; U2OS MC4R beta-arrestin complementation, luminescence; percent of melanotan II response, DMSO zero; activation, % at 8.9 µM; AID 540308; 360,000 compounds, 0.98% hits; P32245;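 active = activation above a per-plate cutoff, the mean activation of sample wells on that plate plus 3 SD, cut at about 8% in these data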
HTR2A ag = agonists of mouse serotonin 5-HT2A receptor (HTR2A); 360,000 compounds, 0.66% hits; activation, % at 7.6 µM; CHO-K1 mHTR2A beta-arrestin complementation, luminescence; percent of 30 µM serotonin response; P35363;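 active = activation above a run cutoff, the mean activation of all tested compounds plus 3 SD, cut at about 14% in these data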;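 also: 0% = plate median of compound wells and 100% = 30 µM serotonin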
Glyco luc inh = blocks N-linked glycosylation in D54 reporter cells; 360,000 compounds, 0.23% hits; reporter increase, % at 12.5 µM; D54 ERlucT glycosylation luciferase reporter, 24 h; percent of 100 nM tunicamycin response;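 active = mean luciferase reporter signal, scaled so untreated is 0 and the glycosylation-blocking control 100, at or above a set limit in every replicate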;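 also: luciferase carries N-glycosylation sites so blocking glycosylation raises the light; 0% = median of neutral control wells and 100% = median of 100 nM tunicamycin wells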
PDI turbidity = blocks human protein disulfide isomerase activity | inhibition, % at 10 µM | 350,000 compounds, 0.052% hits | P07237 | PDI insulin aggregation turbidity, A650, 90 min | AID 588391;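 active = mean inhibition across replicates of 30% or more, whatever share of single replicates reach that level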;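 also: absorbance from insulin aggregation driven by PDI reduction with DTT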
Target sequence (P07237 whole entry, looked up): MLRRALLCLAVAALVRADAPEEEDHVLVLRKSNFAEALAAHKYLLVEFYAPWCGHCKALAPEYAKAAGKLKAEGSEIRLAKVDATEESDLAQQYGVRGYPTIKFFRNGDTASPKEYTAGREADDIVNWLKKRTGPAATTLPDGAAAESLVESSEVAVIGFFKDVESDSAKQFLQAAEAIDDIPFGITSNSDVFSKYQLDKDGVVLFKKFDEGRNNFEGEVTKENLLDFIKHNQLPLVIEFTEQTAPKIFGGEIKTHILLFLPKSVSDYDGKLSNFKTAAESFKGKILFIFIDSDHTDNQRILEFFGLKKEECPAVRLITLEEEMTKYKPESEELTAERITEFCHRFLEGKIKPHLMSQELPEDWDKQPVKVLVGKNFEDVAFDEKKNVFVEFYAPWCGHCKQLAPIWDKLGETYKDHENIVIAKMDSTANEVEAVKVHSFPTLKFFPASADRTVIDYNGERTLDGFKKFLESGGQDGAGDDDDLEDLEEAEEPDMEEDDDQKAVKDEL
Vif inh = blocks HIV Vif function; HEK293T cells, Vif self-association by quenched fluorescence, imaging, 24 h; inhibition, % at 7.49 µM; 340,000 compounds, 0.35% hits; in the data active = inhibition above about 50%, passing the limit was not always enough; also: some results filed as inactive read as strong as hits
* marks the source's active call; other numbers are inactive results; nt = no result given.

SMILES	Cardio protect	MC4R antagonist	aDG glyco act	CaV13 FRET inh	ABCB6 inh 2	MC4R ag barr	HTR2A ag	Glyco luc inh	PDI turbidity	Vif inh
COc1ccc(CCNc2ncnc3nc[nH]c23)cc1OC	6.9	14.7	0.1	-4.9	97.0	1.6	-1.9	1.6	-4.1	-10.6
Cc1ccc(NC(=O)COC(=O)C2=COCCO2)cc1	-11.4	6.9	-0.2	-5.7	100.0	-0.7	5.2	-0.7	8.2	-41.7
CSc1nc2cc(C)nn2c(-c2ccccc2)c1C#N	3.7	-2.4	-0.1	-4.9	103.0	-1.3	-1.7	-0.4	0.7	-1.2
CN(C)c1ccc(/C=C(/C(=O)c2ccc(Cl)cc2Cl)n2cncn2)cc1	-0.9	3.7	0.2	-13.5	115.0	-2.8	-0.8	6.8	-8.2	4.7
O=C(OCCN=C1NS(=O)(=O)c2ccccc21)c1cccnc1	5.5	-0.8	0.4	nt	103.0	0.4	7.7	3.9	-12.1	nt
O=Cc1c[nH]c2ccc(OCc3ccccc3)cc12	-12.6	2.0	-0.1	-1.8	89.0	-1.1	0.4	-4.9	-5.6	33.5
COc1cc(CNC(=O)Nc2nc(C(N)Cc3ccc(Cl)cc3)cs2)cc(OC)c1OC (stereo unspecified)	-4.4	4.6	5.8*	-6.6	98.0	4.8	-3.5	3.1	-8.9	-2.9
O=C(NCCN1CCNCC1)c1ccccn1	-5.7	-3.4	0.0	-4.3	95.0	-0.6	-7.7	0.4	-2.8	6.2
COCCCNC(=O)CCCCCNS(=O)(=O)c1ccc(Br)cc1	-3.4	19.3	0.0	-4.1	99.0	-2.5	-1.3	-0.5	6.0	3.3
O=C(CSc1nc2c(cnn2-c2ccc(F)cc2)c(=O)[nH]1)N1CCOCC1	10.8	2.1	-0.1	-4.6	100.0	-1.9	4.8	1.7	9.1	9.8
CC1CCN(c2ccc3nnc(CCC(=O)N4CCN(c5ccc(F)cc5)CC4)n3n2)CC1	-5.9	0.9	0.5	1.6	96.0	-1.6	-1.3	5.0	4.4	-11.7
N/C(=N\O)c1cn(Cc2ccccc2Cl)c2ccccc12	-8.8	10.5	-0.2	-3.8	98.0	-1.4	-7.6	-2.8	6.5	-8.3
O=S(=O)(c1ccccc1)N1CCN(Cc2cc3c(cc2Br)OCCO3)CC1	-12.8	9.7	-0.1	-6.4	103.0	0.1	-2.7	-3.3	-5.0	-7.0
CCCCc1c(O)nc2sc3cc(OC)ccc3n2c1=O	-10.2	-3.3	0.1	0.2	102.0	-0.4	2.7	1.9	-0.7	-4.7
COc1ccc2c(Cl)c(C(=O)NCCCn3ccnc3)sc2c1	-9.3	-0.1	0.6	-8.4	92.0	0.1	-6.1	-0.3	6.4	7.9
Cc1nc2nc[nH]n2c(=O)c1NS(=O)(=O)c1ccc([N+](=O)[O-])cc1	3.7	15.4	0.5	-6.6	96.0	-2.5	-0.3	0.7	5.7	4.2
COCCn1c(=N)c(C(=O)NCc2ccco2)cc2c(=O)n3ccccc3nc21	-7.4	2.6	1.2	13.2	96.0	0.1	3.6	4.5	-4.3	3.5
O=C1NCCN1CCNc1nc(NCc2ccccc2)nc2ccsc12	-5.5	1.8	0.0	-5.0	99.0	1.1	3.8	3.2	-24.7	-2.3
COc1ccc(-n2cc(C(=O)O)c3ccccc3c2=O)cc1	4.2	0.7	-0.1	-5.6	103.0	-2.8	-2.6	0.3	-6.6	-0.6
O=C1C2C3C=CC(C3)C2C(=O)N1c1ccc2ccccc2c1 (stereo unspecified)	-6.3	-2.4	0.0	-3.3	100.0	-0.4	5.8	-0.7	21.2	4.7
C[C@H]1CN([C@@H](C)CO)C(=O)CCCn2cc(nn2)CO[C@@H]1CN(C)C(=O)Nc1cccc2ccccc12	-7.5	-0.4	0.4	-9.4	98.0	1.7	11.4	1.5	-5.4	nt
CC(=O)C1=C(C)N(Cc2ccco2)C(=O)C1(NC(=O)C1CCCCC1)C(F)(F)F (stereo unspecified)	1.1	-2.0	0.0	-5.6	84.0	-0.8	3.8	0.9	3.7	7.6
Cc1ccc2nc(Nc3ccc(C)c(Cl)c3)c3nncn3c2c1	6.7	2.9	0.0	-20.3	98.0	0.5	6.2	6.5	-6.1	-10.7
CC(C)NC(=O)N(C)C[C@H]1Oc2ccc(NC(=O)NC3CCCCC3)cc2C(=O)N([C@H](C)CO)C[C@@H]1C	5.7	2.9	0.0	-2.4	95.0	-0.3	-2.4	1.9	0.6	180.2
O=C(O)/C=C\C(=O)Nc1ccc(Oc2ccccc2)cc1	6.4	3.1	-0.1	-5.1	96.0	-1.2	-1.1	-0.2	8.5	1.7
COc1cc(/C=C(\NC(=O)c2cc(OC)c(OC)c(OC)c2)C(=O)NC(C(=O)O)c2ccccc2)cc(OC)c1OC (stereo unspecified)	-2.7	-2.4	-0.2	-5.7	102.0	-2.4	4.5	2.1	0.9	-4.3
C=C1CCC[C@]2(C)C[C@H]3OC(=O)C(CNC(C)(CO)CO)[C@H]3CC12 (stereo partly specified)	0.8	11.1	-0.3	-21.9	98.0	0.1	-0.5	-10.1	-2.0	6.7
Cc1cc([N+](=O)[O-])nn1CC(=O)NC(C)c1ccccc1 (stereo unspecified)	-0.2	7.6	-0.1	-1.7	99.0	2.9	-7.3	1.8	7.1	-2.6
Cc1ccccc1CC(=O)NC1CCN(Cc2ccccc2)CC1	4.7	-1.7	0.1	11.4	94.0	-0.5	-5.8	3.2	0.0	-6.5
COc1cc(OC)cc(-c2nnc(SCC(=O)Nc3cccc(C(=O)O)c3)s2)c1	0.8	16.4	-0.2	-4.1	90.0	0.0	8.1	0.2	-0.6	2.5
COc1ccc(Cn2nnc3c(=O)[nH]c(C4CCCN(C(=O)c5ccccc5)C4)nc32)cc1 (stereo unspecified)	43.5	-7.6	0.1	-5.7	94.0	1.2	-0.2	3.5	11.1	16.6
CCCCOC(=O)Nc1ccc(N2CCOCC2)cc1	-6.1	3.9	0.2	-4.5	89.0	0.4	2.6	-3.0	-4.4	-9.8
CC(C)(C)C(=O)c1c(N)[nH]c(C(=O)c2ccccc2)c1-c1ccc(Br)cc1	nt	nt	0.0	-9.8	123.0	nt	-3.5	nt	nt	nt
CCCc1cc(=S)n2c([nH]c3ccccc32)c1C#N	-17.1	10.1	0.2	-2.2	100.0	-1.4	-0.1	4.2	8.4	-19.1
c1ccc(OCCCCN2CCCCC2)cc1	-4.5	-4.0	0.0	-4.6	97.0	-2.3	0.2	1.3	19.5	-2.1
O=C(NC(=S)Nc1ncccn1)c1ccc(F)cc1	-5.3	-4.2	0.0	-5.1	95.0	-0.6	8.6	0.1	3.2	2.3
COc1ccc(CNCC(=O)Nc2cccc(S(N)(=O)=O)c2)cc1	-2.4	4.6	0.1	-3.5	93.0	-2.8	-1.2	3.1	2.4	-1.3
COCCn1c(C)cc(C(=O)COC(=O)c2ccc(N3CCCC3=O)cc2)c1C	2.4	8.0	0.4	-3.8	97.0	0.7	0.8	0.6	-0.9	-4.2
CCn1c2ccccc2c2cc(/C=N/NC(=O)c3ccc(O)cc3)ccc21	32.4	29.0*	0.1	-5.0	97.0	5.5	-4.8	23.0	-3.1	nt
CN(C)/C=C1/Nc2ccccc2C1=O	-0.4	-6.2	0.2	-4.3	96.0	-0.5	2.2	5.1	13.1	1.6
CCc1cc(C(c2ccc(F)cc2)N2CCOCC2)c(NC(=O)c2ccccc2)s1 (stereo unspecified)	-13.9	8.3	0.0	-6.9	93.0	2.3	2.1	-5.1	-4.0	-12.9
OC1=C(O)c2nc3cc(F)ccc3nc21	1.0	-13.6	-0.1	-4.6	102.0	-1.8	5.7	3.3	3.2	nt
COc1ccc(C/C(=N\O)c2ccc(OC)cc2)cc1	0.4	2.5	0.2	-5.3	95.0	-0.5	-4.1	-2.2	-4.6	0.6
Cc1ccnc(NC(=O)c2cccc(S(=O)(=O)N3CCCc4ccccc43)c2)c1	-6.3	9.7	0.4	-5.3	98.0	0.8	6.0	-11.8	-6.8	-22.4
Cc1cc(Nc2cc(C)on2)n2ncnc2n1	0.2	2.7	0.1	-5.0	99.0	-2.3	-0.9	2.7	nt	3.0
COc1ccccc1NC(=O)CSc1nnnn1Cc1ccccc1	0.2	-4.4	-0.3	-8.0	103.0	0.5	0.0	-0.5	16.1	0.2
CCn1c(=O)c2c(nc(SCC(=O)N3CCC(C)CC3)n2C)n(C)c1=O	1.8	-3.7	0.1	-3.2	94.0	0.9	2.3	2.2	-13.8	8.6
O=C(Nc1ccc(S(=O)(=O)N2CCCCCC2)cc1)c1[nH]ncc1[N+](=O)[O-]	-2.9	13.7	0.0	-5.9	99.0	-2.7	-0.7	2.9	0.0	-4.9
Cc1cccc(NC(=O)c2ccc(N3C(=O)C4C5C=CC(C6CC56)C4C3=O)cc2)c1 (stereo unspecified)	-6.2	7.2	0.7	-4.8	95.0	-4.8	1.6	-6.5	1.6	-23.5
S=C(NCc1ccccn1)Nc1cccc(Cl)c1	3.8	-2.8	0.7	-5.9	123.0	1.0	-3.5	-0.4	1.2	-16.7

With a hit mark in aDG glyco act (from the list above):
mol	MC4R antagonist	aDG glyco act	CaV13 FRET inh	ABCB6 inh 2	MC4R ag barr	HTR2A ag	Glyco luc inh	PDI turbidity	Vif inh
COc1cc(CNC(=O)Nc2nc(C(N)Cc3ccc(Cl)cc3)cs2)cc(OC)c1OC (stereo unspecified)	4.6	5.8*	-6.6	98.0	4.8	-3.5	3.1	-8.9	-2.9

Further entries
SMILES	Cardio protect	MC4R antagonist	aDG glyco act	CaV13 FRET inh	ABCB6 inh 2	MC4R ag barr	HTR2A ag	Glyco luc inh	PDI turbidity	Vif inh
COc1ccc(Cl)cc1NC(=O)CN(C)C(=O)c1n[nH]c2ccccc12	-2.1	3.1	0.3	-5.9	98.0	-3.2	-3.0	3.3	-6.6	-17.9
O=[N+]([O-])c1ccc(C(O)CN2CCN(C/C=C/c3ccccc3)CC2)cc1 (stereo unspecified)	-3.7	12.4	0.2	-19.5	93.0	-0.6	-5.0	-1.8	-3.1	6.6
COc1cc(CNC[C@H]2O[C@@H](n3ccc(N)nc3=O)[C@H](O)[C@@H]2O)ccc1OCc1ccc(C)cc1	12.0	7.5	-0.1	-4.4	99.0	-0.9	-4.0	0.9	-2.1	0.5
CCN(CC(=O)NC(C)(C)C)C(=O)c1cccc(S(=O)(=O)N2CC3(C)CC2CC(C)(C)C3)c1 (stereo unspecified)	2.7	-2.9	4.7	-6.6	102.0	1.5	0.1	-0.5	-0.1	-5.8

Among those listed so far, 2 contain a tert-butyl group.
SMILES	Cardio protect	MC4R antagonist	aDG glyco act	CaV13 FRET inh	ABCB6 inh 2	MC4R ag barr	HTR2A ag	Glyco luc inh	PDI turbidity	Vif inh
CC(C)(C)C(=O)c1c(N)[nH]c(C(=O)c2ccccc2)c1-c1ccc(Br)cc1	nt	nt	0.0	-9.8	123.0	nt	-3.5	nt	nt	nt
CCN(CC(=O)NC(C)(C)C)C(=O)c1cccc(S(=O)(=O)N2CC3(C)CC2CC(C)(C)C3)c1 (stereo unspecified)	2.7	-2.9	4.7	-6.6	102.0	1.5	0.1	-0.5	-0.1	-5.8
